# GPR55 beta-arrestin: GPR55 agonists via beta-arrestin recruitment, primary screen, imaging, U2OS cells, beta-arrestin-GFP redistribution (AID 1961); U2OS GPR55 beta-arrestin-GFP redistribution imaging; higher % means a stronger effect; actives 0.048% (n = 290,000); activation, % at 10 µM; hits with a dose series show EC50 in µM; G-protein coupled receptor 55 (Homo sapiens);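 active means activation above 40% with more than 50 cells counted in the well; inconclusive means wells holding fewer than 50 cells, flagged as toxic or sparse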;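 further: U2OS osteosarcoma cells stably expressing GPR55 and beta-arrestin-GFP; plate controls were DMSO negative control for no effect and LPI positive control for full effect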
# NOD1 NF-kB reporter: NOD1 signaling inhibitors, primary screen, cell-based, luminescence, uHTS (AID 1578); NOD1-driven NF-kB luciferase reporter cells, luminescence; higher % means a stronger effect; inhibition, % at 4 µM; hits with a dose series show EC50 in µM; actives 1% (n = 290,000); in the data active means inhibition mostly above about 36%, no sharp cut-off; inactive means mostly below about 34%;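 further: HEK-293T reporter cells stimulated with the NOD1 agonist gamma-tri-DAP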
# AID2073: inhibitors of Mint1-CaV2.2 protein interaction, biochemical, HTRF (AID 2073) | HTRF protein-protein interaction, Mint1-CaV2.2; higher % means a stronger effect | inhibition, % at 20 µM; hits with a dose series show IC50 in µM | actives 0.19% (n = 290,000); in the data active means inhibition mostly above about 51%, no sharp cut-off; inconclusive means no clear call, values can overlap the other calls; inactive means mostly below about 53%; further: some results filed as inactive read as strong as hits
# M17LAP inhibition: P. falciparum M17LAP inhibitors, primary screen, biochemical, fluorogenic H-Leu-NHMec substrate, 1536-well (AID 1619); actives 0.38% (n = 220,000); recombinant M17LAP, H-Leu-NHMec fluorogenic kinetic assay; higher % means a stronger effect; inhibition, % at 30 µM; hits with a dose series show IC50 in µM;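 active means compound inhibiting the enzyme by more than half at any dose during confirmatory dose-response retesting; inconclusive means strong single-dose inhibitors picked by rank but not retested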;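 further: plate controls were full reaction with DMSO carrier for no effect and no enzyme background for full effect; strong numbers were not always called active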
# NOD2 inhibition: NOD2 signaling inhibitors, cell-based, luminescence, uHTS, HEK293 (AID 1566); HEK293 NOD2/NF-kB luciferase reporter, luminescence; higher % means a stronger effect; inhibition, % at 4 µM, or EC50 in µM where a hit was titrated; actives 0.63% (n = 290,000); further: many of its hits are not listed in these tables
# M1AAP inhibition: P. falciparum M1AAP inhibitors, biochemical, fluorogenic H-Leu-NHMec substrate, 1536-well (AID 1445); Aminopeptidase N (Plasmodium falciparum (isolate 3D7)); recombinant M1AAP, H-Leu-NHMec fluorogenic kinetic assay; higher % means a stronger effect; inhibition, % at 30 µM; hits with a dose series show IC50 in µM; actives 0.42% (n = 220,000);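 active means primary inhibition above the hit cutoff, then over 50% inhibition at one or more dose response concentrations, cut at about 23% in these data, passing the limit was not always enough; inconclusive means conflicting primary data, or primary hits not chosen for dose response; inactive means low primary inhibition, or under 50% at every dose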;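 further: plate controls were DMSO full reaction for no effect and no enzyme background for full effect; strong numbers were not always called active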
# KOR beta-arrestin-1: KOR antagonists, beta-arrestin recruitment, cell-based, luminescence, uHTS (AID 1778); KOR beta-arrestin recruitment, luminescence, antagonist mode; higher % means a stronger effect; actives 0.091% (n = 290,000); inhibition, % at 10 µM; hits with a dose series show IC50 in µM; Kappa-type opioid receptor (Homo sapiens); further: strong numbers were not always called active
# Dynein transport: inhibitors of GR-EGFP nuclear translocation, primary screen, dynein cargo transport inhibitor project, imaging, high-content, 3617.4 mouse cells. z-score, hits read low. actives 0.47% (n = 220,000). AID 1381, 2008. test concentration mostly 20 µM; stimulated with dexamethasone, 1 µM; hits give low values;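 active means plate z-score of nuclear minus cytoplasmic receptor signal below a set negative limit, without overly bright fluorescence or cell loss, cut at about -3.5 in these data, passing the limit was not always enough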;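 further: z-score of nuclear minus cytoplasmic ring GR-EGFP intensity difference per well; some compounds called inactive have numbers as strong as hits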
#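 Buffer or medium: tet-free medium with charcoal-stripped serum / Also added: dexamethasone agonist, 1.0 µM final, for 30 min / Timing: induction 48 h, compound 1 h, agonist 30 min / Measured by: high-content fluorescence imaging after fixation / Read-out: nuclear-to-cytoplasmic GR-EGFP distribution per well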
# KOR beta-arrestin-2: KOR agonists, beta-arrestin recruitment, primary screen, cell-based, luminescence, uHTS (AID 1777); KOR beta-arrestin recruitment, luminescence; higher % means a stronger effect; activation, % at 10 µM; hits with a dose series show EC50 in µM; actives 0.02% (n = 280,000); in the data active means activation above about 50%, passing the limit was not always enough; further: a part of the inactive calls stands beside numbers as strong as those of hits
# Dynein transport cytoplasmic EGFP: further read-out of Dynein transport, marked with its call; z-score; measured here: cytoplasmic GR-EGFP intensity; hits give high values
# Dynein transport nuclear GR-EGFP: also measured in Dynein transport; calls as there; z-score; measured here: nuclear GR-EGFP intensity;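 lower value marks the stronger effect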
# Dynein transport cell count: second read-out of Dynein transport, no call of its own (marks repeat the call); z-score; measured here: cell count per field
# * hit, by the source's call; ? = inconclusive; / = not tested or not shown; [ ] = remark or other dose. Unless noted, no stated cut-off is given here; in the data, active means inhibition above about 50%; inactive means the rest. Some of the compounds tested, so the mix of outcomes need not match the whole.
SMILES,GPR55 beta-arrestin,NOD1 NF-kB reporter,AID2073,M17LAP inhibition,NOD2 inhibition,M1AAP inhibition,KOR beta-arrestin-1,Dynein transport,Dynein transport cytoplasmic EGFP,Dynein transport nuclear GR-EGFP,Dynein transport cell count,KOR beta-arrestin-2
Cc1cc(NC(=O)CSc2nc(-c3ccccc3Cl)nc3c2c(=O)n(C)c(=O)n3C)no1,-0.2%,-13%,30%,-4%,5%,2%,10%,-0.8,-0.29,-0.3,0.29,-1.1%
CN(C)c1ccc(/C=C(\Cl)c2nc3ccccc3s2)cc1,-0.3%,39%,3%,5%,-18%,1%,24%,-0.95,1.4,0.068,0.0079,-3.2%
COc1ccccc1N1CCN(C(=O)C2CCN(S(=O)(=O)c3ccc(C)cc3)CC2)CC1,-0.1%,-12%,-1%,3%,6%,2%,-38%[20 µM],-0.88,-0.28,-0.25,0.62,/
O=C(c1cccc(Cl)c1)N1CCC2(CC1)NCCc1[nH]cnc12,-0.2%,-16%,-4%,/,4%,/,-17%,/,/,/,/,1.6%
CC1(C)Cc2ccccc2-c2nnc(SCC(=O)Nc3nc4ccccc4s3)n21,-0.2%,5%,1%,8%,33%,0%,-20%,1.9,-0.32,1.1,-0.7,7.5%
C/C(CC(=O)Nc1ccccc1C)=N\NC(=O)Cc1csc(N)n1,-0.3%,-28%,4%,31%,6%,5%,22%,0.045,0.1,0.62,-0.5,-0.6%
Cc1cccc(S(=O)(=O)NCC2CCCO2)c1 (stereo not drawn),0.3%,-54%,-7%,-2%,1%,0%,1%,-0.51,0.34,0.034,0.91,-1.7%
Cc1sc2nc(CN3CCCC3)nc(N3CCN(S(=O)(=O)c4cccs4)CC3)c2c1C,-0.2%,-12%,19%,-8%,12%,2%,0%,-0.19,-0.33,0.33,0.66,9.1%
Cn1c(=O)c2c(nc(NCCCO)n2C/C=C/c2ccccc2)n(C)c1=O,0.2%,-19%,-1%,14%,-1%,10%,-14%,-0.96,-0.27,-0.51,0.27,3.6%
Cc1ccc(S(=O)(=O)N2CCC(=O)N(C(CO)C(C)C)CC2)cc1 (stereo not drawn),-0.3%,11%,0%,23%,6%,-3%,-3%,0.97,-0.26,0.75,0.11,-1.6%
CCOc1ccccc1Nc1ncnc2ccc(Br)cc12,-0.1%,-11%,25%,/,-3%,/,-33%,/,/,/,/,-3.3%
CC(C)(C)NC(=O)N1CCC(CO)(Cc2ccccc2Cl)CC1,0.2%,-13%,6%,1%,22%,6%,26%[20 µM],0.22,-0.084,-0.18,-0.12,-3.4%
Cc1cc(C(=O)Nc2ccc(Cl)cc2)c(C)n1Cc1cccs1,-0.4%,-11%,4%,-3%,-174%,4%,-26%,0.27,-0.097,0.16,-0.62,5.1%
CCCc1ccc(OCc2ccc(C(=O)NN)o2)c(OC)c1,0.4%,-3%,6%,/,-34%,/,21%,/,/,/,/,3.5%
CNC(=O)C1CC(=O)N(CCc2ccc(C)cc2)C1 (stereo not drawn),0.6%,-8%,0%,/,1%,/,-17%,/,/,/,/,-2.7%
O=S(=O)(Cc1ccccc1)N1CCCC(c2nc(-c3ccc(F)cc3)no2)C1 (stereo not drawn),-0.4%,-12%,2%,-3%,4%,-1%,12%,0.16,-0.18,-0.041,-0.29,-5.7%
O=C(Cc1c(O)c2ccccc2[nH]c1=O)NCc1ccccc1,-0.1%,-31%,11%,-1%,18%,18%,-3%,-1.4,-0.19,-1.4,0.21,2.5%
O=C(CNC(=O)c1cccs1)NCC(=O)OCC(=O)c1ccc([N+](=O)[O-])cc1,0.2%,-21%,23%,-1%,8%,0%,-14%,-0.45,-0.24,-0.11,0.86,-5.7%
O=C(O)c1cccc(N2C(=O)CSC2c2ccccc2)c1 (stereo not drawn),-0.1%,-8%,13%,/,8%,/,4%,/,/,/,/,-2.1%
O=C(O)c1cccc(NC(=O)c2ccc3c(c2)C(=O)N(CC2CCCO2)C3=O)c1 (stereo not drawn),0.2%,-21%,0%,12%,14%,-1%,0%,-1,-0.00072,-0.35,0.43,-6.0%
O=C(COC(=O)C1=COCCO1)Nc1ccccc1,-0.3%,-19%,-11%,-6%,-16%,9%,-35%,-0.21,-0.17,0.67,-0.91,4.7%
COc1ccc2[nH]c(CN3CCN(C(C)C)C(CCO)C3)c(C)c2c1 (stereo not drawn),0.6%,-26%,13%,4%,9%,3%,-10%[20 µM],-0.24,-0.24,0.061,0.61,/
Clc1cccc(N=C2NN=C(c3ccc4c(c3)OCCO4)CS2)c1,0.0%,-41%,-12%,5%,-106%,0%,-25%,-0.89,0.047,-0.23,0.37,-3.9%
CN(C)S(=O)(=O)c1ccc2c(c1)c(=O)c(C(=O)NCCCN1CCCCCC1)cn2C,-0.1%,-21%,3%,-2%,-6%,13%,-1%,-1.4,-0.24,-0.81,0.74,-1.2%
Cc1ccc(C(=O)N2CCN(C)CC2)cc1[N+](=O)[O-],0.8%,-9%,0%,/,6%,/,-29%[20 µM],/,/,/,/,-0.4%

# Full records, looked up by structure. Screens in order: GPR55 beta-arrestin	NOD1 NF-kB reporter	AID2073	M17LAP inhibition	NOD2 inhibition	M1AAP inhibition	KOR beta-arrestin-1	Dynein transport	Dynein transport cytoplasmic EGFP	Dynein transport nuclear GR-EGFP	Dynein transport cell count	KOR beta-arrestin-2
# Shown for O=C(CNC(=O)c1cccs1)NCC(=O)OCC(=O)c1ccc([N+](=O)[O-])cc1 : 0.2%	-21%	23%	-1%	8%	0%	-14%	-0.45	-0.24	-0.11	0.86	-5.7%
# Shown for CC(C)(C)NC(=O)N1CCC(CO)(Cc2ccccc2Cl)CC1 : 0.2%	-13%	6%	1%	22%	6%	26%[20 µM]	0.22	-0.084	-0.18	-0.12	-3.4%
# Shown for COc1ccccc1N1CCN(C(=O)C2CCN(S(=O)(=O)c3ccc(C)cc3)CC2)CC1 : -0.1%	-12%	-1%	3%	6%	2%	-38%[20 µM]	-0.88	-0.28	-0.25	0.62	/

# New compounds follow.
SMILES,GPR55 beta-arrestin,NOD1 NF-kB reporter,AID2073,M17LAP inhibition,NOD2 inhibition,M1AAP inhibition,KOR beta-arrestin-1,Dynein transport,Dynein transport cytoplasmic EGFP,Dynein transport nuclear GR-EGFP,Dynein transport cell count,KOR beta-arrestin-2
COc1cccc2sc(N(CCN(C)C)C(=O)c3ccc4c(c3)CCCC4)nc12,-0.2%,-13%,11%,/,4%,/,-17%,/,/,/,/,7.9%
Cc1ccc(S(=O)(=O)Nc2c(NC3CCCCC3)c3ccccc3oc2=O)cc1,0.8%,-11%,6%,/,21%,/,-8%,/,/,/,/,-2.2%
O=C(O)C1C2C=CC(C2)C1C(=O)NCc1ccc2c(c1)OCO2 (stereo not drawn),-0.1%,1%,4%,27%,0%,7%,25%,-0.58,-0.2,0.37,0.086,-0.6%
Cc1cc(Br)c(NC(=O)Cn2c([N+](=O)[O-])cnc2C)cc1C,-0.3%,-3%,12%,/,12%,/,10%,/,/,/,/,-5.2%
Cc1ccc2nc(-c3cccnc3)c(NC3CCCCC3)n2c1,-0.2%,-20%,3%,-1%,10%,-4%,-2%,0.6,-0.34,0.0087,0.32,0.6%
Cc1cccc(C)c1NC(=O)c1cccc2c1-c1ccccc1C2=O,0.2%,-28%,45%,10%,8%,7%,26%,-0.64,-0.32,-0.46,0.38,-0.8%
Cc1ccc(C(=O)NNC(=O)C2CCN(c3nc(C)cc(C)n3)CC2)cc1,-0.1%,6%,27%,-1%,15%,5%,-16%,0.98,-0.25,0.16,0.42,8.1%
CCN(CC)C(=O)CC(c1ccccc1)c1ccco1 (stereo not drawn),0.1%,/,33%,-8%,4%,11%,80%,0.85,-0.18,0.53,-1.2,1.6%
CCCCC(CC)CNC(=O)c1ccc2c(c1)OCO2 (stereo not drawn),0.6%,2%,9%,2%,-1%,15%,-3%,-0.96,0.0033,-0.24,0.93,0.1%
COCCN1CCN(C(=O)C2CCC(=O)N(CCc3cccc(F)c3)C2)CC1 (stereo not drawn),-0.1%,-41%,0%,/,-7%,/,18%,/,/,/,/,-4.9%
C[C@H](C(=O)CC(=O)OC(C)(C)C)[C@H](O)c1ccccc1,0.2%,42%,4%,/,-22%,/,-12%[20 µM],/,/,/,/,-4.3%
NC(=O)CC(NC(=O)Cc1ccc(Cl)cc1)c1ccc(NCCc2ccccc2F)c([N+](=O)[O-])c1 (stereo not drawn),-0.1%,2%,?,7%,1%,12%,20%,0.45,-0.76,0.15,-0.099,-0.7%
CCS(=O)(=O)N1Cc2ccccc2CC1C(=O)Nc1ccc(C)cc1 (stereo not drawn),0.0%,-12%,11%,-2%,-12%,-2%,-13%,-0.62,0.2,-0.057,0.45,-1.2%
CC1CCN(C(=O)Cn2nnc(-c3ccc([N+](=O)[O-])cc3)n2)CC1,-0.2%,-22%,1%,/,15%,/,0%[20 µM],/,/,/,/,/
O=C(CSc1nc2ccc(Cl)cc2o1)NCc1ccc2c(c1)OCO2,-0.1%,7%,-4%,10%,-68%,7%,10%,0.43,-0.0039,0.45,0.99,1.6%
C=CCNc1ncnc2c1cnn2-c1cccc(C)c1,-0.2%,-45%,3%,12%,-111%,9%,23%,-0.25,-0.079,0.12,0.034,-3.5%
CC(=O)Nc1cc[n+](CC(=O)c2ccc(Cl)cc2)cc1,-0.2%,-4%,-1%,10%,12%,7%,4%,0.03,-0.11,0.16,0.38,4.3%
CCCCCC1CCC(c2ccc(/C(N)=N/O)cc2)CC1 (stereo not drawn),-0.1%,2%,18%,8%,15%,5%,11%,0.58,-0.23,0.3,-0.033,2.0%

# Bioassay records as filed in PubChem.
